Assay outcomes from PubChem BioAssay.
IL-1B inflam inh = inhibitors of inflammasome signaling (IL-1 beta secretion); THP-1 LPS/ATP IL-1B secretion, AlphaLISA, 16 h; hits give low values; 360,000 compounds, 4.7% hits; activity change, % at 57.5 µM; in the data active = activity change below about -50%; inconclusive = mostly about -30% to -49%; note: % is set by controls: 0 for no effect and ±100 for the full control effect
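Secreted IL-1B measured by AlphaLISA bead assay after 16 h compound exposure of THP-1 cells; compounds (final up to 57.5 uM) added 1 h before LPS (250 ng/mL) and ATP (1.25 mM) stimulation; lower signal means less secretion.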
DRD3 antagonist = blocks the human D3 dopamine receptor. AID 652054. P35462. max response, negative = inhibition, %. 360,000 compounds, 2.5% hits. D3R cells, DiscoveRx beta-arrestin luminescence, antagonist mode; hits give low values; in the data active = max response below about -50%; inconclusive = no clear call, values can overlap the other calls; note: % is set by controls: 0 for no effect and ±100 for the full control effect; mostly tested at two doses, the higher about 12 µM
Target sequence (P35462 whole entry, looked up): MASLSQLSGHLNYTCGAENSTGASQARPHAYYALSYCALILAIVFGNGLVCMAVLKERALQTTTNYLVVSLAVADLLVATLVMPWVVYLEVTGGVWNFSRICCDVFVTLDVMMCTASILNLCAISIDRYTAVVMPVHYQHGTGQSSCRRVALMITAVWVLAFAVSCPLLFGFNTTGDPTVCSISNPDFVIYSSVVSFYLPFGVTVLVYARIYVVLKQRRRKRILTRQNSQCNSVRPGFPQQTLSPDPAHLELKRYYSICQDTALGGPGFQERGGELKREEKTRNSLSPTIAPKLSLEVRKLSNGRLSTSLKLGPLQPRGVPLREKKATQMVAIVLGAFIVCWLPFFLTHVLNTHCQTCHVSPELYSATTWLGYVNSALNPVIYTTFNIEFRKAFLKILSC
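Cells plated overnight at 1500 cells/well, then exposed to library compounds with dopamine controls for 90 minutes at 37 degrees C. DiscoveRx reagent added for 30–60 minutes at room temperature; luminescence read, quantitative HTS format.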
KB-V1 MDR tox = KB-V1 MDR subline cytotoxicity | KB-V1 MDR cells viability, CellTiter-Glo, 72 h | Potency, µM (highest dose often 46.1 µM), for inactives: at the highest dose activity change, negative = cytotoxicity, most hits filed as cytotoxic | 400,000 compounds, 3.4% hits | AID 1347076; note: potency is the fitted concentration of half-maximal effect; % is set by controls: 0 for no effect and ±100 for the full control effect; nearly all actives have a fitted effect of over 60% in size
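Drug-selected KB-V1 cells, grown in DMEM lacking phenol red with 10% FBS, receive compound titrations; after three days at 37 degrees C, surviving cell ATP is quantified by CellTiter-Glo luminescence and responses normalized and curve-fitted.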
GLP-1R agonist = activates the human GLP-1 receptor. HEK293 GLP-1R CRE-luciferase, luminescence, 4-6 h; cells express a hypersensitive GLP-1R form. AID 624172. Potency, µM (series often up to 45.6 µM), inactives show at the top dose activation, usual class: activators. 380,000 compounds, 0.007% hits; note: potency is the fitted concentration of half-maximal effect; % of control where 0% means no effect
Target sequence (P43220 whole entry, looked up): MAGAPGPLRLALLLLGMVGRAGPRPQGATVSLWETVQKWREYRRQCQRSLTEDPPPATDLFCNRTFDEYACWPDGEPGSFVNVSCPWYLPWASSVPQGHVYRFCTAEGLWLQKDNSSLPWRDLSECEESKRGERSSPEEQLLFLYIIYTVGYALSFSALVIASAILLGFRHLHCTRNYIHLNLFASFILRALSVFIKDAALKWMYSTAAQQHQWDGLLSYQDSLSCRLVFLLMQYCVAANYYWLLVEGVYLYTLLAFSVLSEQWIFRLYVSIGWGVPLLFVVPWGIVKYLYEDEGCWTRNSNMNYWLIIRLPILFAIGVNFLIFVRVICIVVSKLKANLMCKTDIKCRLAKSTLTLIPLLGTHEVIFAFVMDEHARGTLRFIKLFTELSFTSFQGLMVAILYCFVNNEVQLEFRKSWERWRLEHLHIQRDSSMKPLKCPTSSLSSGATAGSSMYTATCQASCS
D3 ag = agonists of human D3 dopamine receptor | D3R DiscoveRx beta-arrestin cells, luminescence, 90 min | 410,000 compounds, 0.58% hits | max activation, % | AID 652048; in the data active = max activation above about 30%; note: 0% is about no effect; mostly tested at two doses, the higher about 12 µM
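Cells at 1500/well, incubated overnight, then treated with pinned compounds (dopamine as control) for 90 min at 37 degrees C. DiscoveRx reagent added for 30 - 60 minutes at room temperature; luminescence read.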
HT1080-NT tox = kills 2HG-producing HT-1080-NT fibrosarcoma cells | Potency, µM (doses to about 46.1 µM), inactives show top-dose activity, negative = less viability, usual class: cytotoxic | AID 686970 | 360,000 compounds, 1.6% hits | HT-1080-NT fibrosarcoma viability, CellTiter-Glo ATP luminescence, 48 h;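 note: NT is the 2HG producing partner of a matched IDH1 knockdown line; potency is the fitted concentration of half-maximal effect; 0% = DMSO-treated cells and -100% = media-only wells without cells; nearly all actives have a fitted effect of over 55% in size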
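Viability of the 2HG-overproducing fibrosarcoma line after 48 hours of compound exposure at 37 degrees C was determined by luminescence with CellTiter-Glo, and concentration-effect curves were then fitted and categorized.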
SW480 rerep = DNA re-replication induction in SW480 cells. Potency, µM (series often up to 46.1 µM), for inactives: at the top dose re-replication activation, most hits filed as activators. 340,000 compounds, 1.8% hits. SW480 DNA re-replication, Hoechst DNA content imaging, 48 h. AID 624297; note: potency is the fitted concentration of half-maximal effect; % of control where 0% means no effect; nearly all actives have a fitted effect of over 55% in size
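Hoechst fluorescence of nuclei (405 nm excitation, 500-530 nm emission) measured by plate-scanning imager after 48 hr compound exposure at 37 C; re-replication scored as increased number of nuclei with elevated intensity.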
KB-3-1 cytotox = kills parental KB-3-1 adenocarcinoma cells; KB-3-1 viability, CellTiter-Glo ATP luminescence, 72 h; Potency, µM (series often up to 46.1 µM), inactives show at the highest dose activity change, negative = cytotoxic, hits mostly cytotoxic; 400,000 compounds, 1.4% hits; AID 1347075; note: potency is the fitted concentration of half-maximal effect; % is set by controls: 0 for no effect and ±100 for the full control effect; nearly all actives have a fitted effect of over 60% in size
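72 h, 37 °C compound treatment of KB-3-1 parental cells; CellTiter-Glo added, 10 min, luminescence read. Data corrected against DMSO-only plates and normalized before curve fitting.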
HT1080 IDH1KD tx = kills HT-1080 cells with IDH1 knockdown. HT-1080 IDH1 knockdown viability, ATP luminescence, 48 h. Potency, µM (titrated, usually from 46.1 µM), inactives show at the top dose activity, negative = toxicity, actives largely listed as cytotoxic. 360,000 compounds, 2% hits. AID 686971;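 note: potency is the fitted concentration of half-maximal effect; 0% = DMSO wells and -100% = cell-free medium wells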
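Knockdown cells (IDH1KD HT-1080) received compounds 2 h after plating at 750 cells/well and were kept 48 h at 37 °C in 5% FBS RPMI. A CellTiter-Glo luminescence read gave % activity for curve fitting.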
The depositor's hits bear a star; ? = inconclusive; · = no result given; [ ] = remark or other dose. Unless noted, calls come from the whole dose curve; as a rule, active = well fitted curve in the direction sought with a large enough effect; inconclusive = small, poorly fitted or top-dose-only effect, or another doubt; inactive = no such curve, though single readings can be large; an effect the other way counts as inactive or inconclusive.

| no. | mol | IL-1B inflam inh | DRD3 antagonist | KB-V1 MDR tox | GLP-1R agonist | D3 ag | HT1080-NT tox | SW480 rerep | KB-3-1 cytotox | HT1080 IDH1KD tx |
| --- | --- | --- | --- | --- | --- | --- | --- | --- | --- | --- |
| 1 | CCN(CC(=O)NC1CCCC1)S(=O)(=O)c1ccc(Br)cc1 | 23 | -21 | -26% | -6% | -14 | -3% | 50% | -3% | -8% |
| 2 | CC1=C(C(=O)OCC(C)C)C2(O)C(=O)c3ccccc3C2(O)N1 (stereo not drawn) | 0 | -1 | 8% | -9% | -6 | 5% | -5% | 22% | -3% |
| 3 | COCCNC(=O)C1(C)C=CC2(CCCCC2)N1C(=O)c1ccccc1 (stereo not drawn) | 14 | -18 | 16% | -2% | 10 | 14% | -5% | 12% | 17% |
| 4 | Cc1ccc(S(=O)(=O)NNC(=O)c2ccc(O)cc2)cc1 | 24 | -1 | 3% | -14% | -3 | 11% | -8% | 2% | 6% |
| 5 | CCCNC(=O)[C@@H]1CCCN1C(=O)C1CCN(S(=O)(=O)c2ccc(C)cc2)CC1 | 14 | -10 | -38% | 0% | 0 | 10% | -3% | ? | 2% |
| 6 | O=C(c1ccc2c(c1)CCC2)N1CCN(Cc2ccccc2)CC1 | -18 | -61* | -26% | 20% | -7 | -6% | · | 1% | -6% |
| 7 | Cc1ccc(CN2CCSc3ccc(C(=O)NCc4cccnc4)cc32)cc1 | 0 | ? | 15% | 15% | -15 | -15% | 2% | -13% | -5% |
| 8 | CCOc1ccc(CN(C)CC(=O)NNC(=O)c2ccc(Cl)cc2)cc1OC | 0 | -3 | ? | 10% | -4 | -2% | -9% | -4% | -11% |
| 9 | Cc1ccccc1S(=O)(=O)NC(=O)C1(C)CCN1C(=O)CC1CCCC1 (stereo not drawn) | 23 | -15 | 5% | -6% | 4 | 12% | · | 0% | ? |
| 10 | Cc1ccn2cc(CCNC(=O)CC3CCCCC3)nc2c1 | -3 | -12 | -15% | 10% | -16 | 1% | -3% | 13% | 7% |
| 11 | C[C@H](NC(=O)c1[nH]cnc1C(=O)Nc1ccc(CNC(=O)OC(C)(C)C)cc1)C(=O)OC(C)(C)C | ? | 97 | -1% | 0% | 39* | ? | ? | ? | -24% |
| 12 | CCn1c(SCC(=O)Nc2ccccc2N2CCCCC2)nc2c1c(=O)n(C)c(=O)n2C | -7 | 11 | ? | 11% | 19 | 1% | ? | -11% | -3% |
| 13 | Nc1nc(-c2ccccc2)c(CCCOc2ccc([N+](=O)[O-])cc2)c(=O)[nH]1 | 12 | 13 | 6% | 1% | 7 | 1% | -9% | -3% | 0% |
| 14 | CCOC(=O)c1cc(OC(=O)c2ccc(C)cc2)n(-c2ccccc2)n1 | · | · | 3% | -7% | -3 | · | · | 2% | · |
| 15 | CCCCCCc1ccc(N2C[C@H](Cc3ccccc3)[C@@H](CC(=O)NCc3ccc(OC)cc3)C2=O)cc1 | 0 | -10 | ? | 1% | 13 | -25% | 10% | ? | -6% |
| 16 | CCOc1ccc(NC(=O)CCNS(=O)(=O)c2ccc(Br)s2)cc1 | 9 | -27 | ? | 3% | -15 | -14% | 0% | 14% | 12% |
| 17 | Cc1ccc(C)c(S(=O)(=O)Nc2ccc(S(=O)(=O)Nc3onc(C)c3C)cc2)c1 | 18 | -52* | 15% | -4% | 1 | 7% | 0% | -22% | 14% |
| 18 | CCN(CC)C(=S)SCC(=O)Nc1nc(=O)c2ccccc2s1 | 0 | -2 | 3% | 8% | 4 | -2% | 1% | -9% | -3% |
| 19 | Cc1cc(S(=O)(=O)NC[C@H]2O[C@@H](n3cnc4c(N)ncnc43)[C@H](O)[C@@H]2O)c(C)s1 | 0 | 6 | 10% | 2% | -1 | 1% | 16% | 5% | 6% |
| 20 | CC1C/C(=C\c2cccnc2)C(=O)/C(=C/c2cccnc2)C1 (stereo not drawn) | -101* | ? | ? | -16% | 1 | ? | ? | ? | 2.9µM* |
| 21 | O=C(CNC(=O)c1cccs1)OCC(=O)c1ccccc1Cl | 0 | -5 | -3% | 0% | -2 | 4% | -18% | 1% | 17% |
| 22 | O=C(Cn1c(=O)n(-c2ccccc2)c(=O)c2sccc21)N1CCCC1 | -18 | ? | -7% | 1% | -4 | 7% | 0% | 5% | -8% |
| 23 | O=C1C=C(N2CCCCC2)c2ccccc2C1=O | -97* | 6 | 10µM* | -20% | 5 | 6.5µM* | 3.3µM* | 12µM* | 5.8µM* |
| 24 | COc1cccc2sc3cc(NCCCN4CCOCC4)ccc3c(=O)c12 | -60* | 80 | -4% | 27% | 5 | 3% | 29% | 18% | 9% |
| 25 | Cc1ccc(NC(=O)c2ccccc2)cc1C | -3 | 5 | 20% | 2% | -6 | 5% | 1% | 11% | 17% |
| 26 | COC(=O)C1=C(NC(=O)COc2ccc(Cl)cc2Cl)CCS1 | 15 | 5 | -20% | -2% | 5 | -2% | -4% | -2% | 1% |
| 27 | COc1ccccc1COCC(O)CNCCc1ccc(C(F)(F)F)cc1 (stereo not drawn) | -78* | -29 | -13% | -2% | -18 | -12% | ? | -5% | -15% |
| 28 | COc1ccc(C(=O)Nc2cc(Cl)ccc2-n2cncn2)c(OC)c1OC | -11 | 13 | 0% | 17% | 6 | -9% | -5% | 12% | -4% |
| 29 | COC(=O)c1sccc1NC(=O)c1c(Cl)cnn1C | -10 | 17 | 0% | 10% | 7 | 7% | -1% | 7% | 1% |
| 30 | CCOc1cccc(N2C(=O)CC(NCc3ccc(S(N)(=O)=O)cc3)C2=O)c1 (stereo not drawn) | 8 | 0 | 14% | 0% | 3 | 8% | -4% | 13% | 5% |
| 31 | Cc1ccc(C)c(S(=O)(=O)NCC(=O)Nc2ccc3c(c2)OCO3)c1 | -4 | 5 | · | -11% | -3 | 0% | -5% | · | 10% |
| 32 | CCOC(=O)c1c(CS(=O)(=O)c2ccccc2)n(C)c2cc(Br)c(O)c(CN(C)C)c12 | -15 | -3 | -2% | 13% | 0 | -11% | 5% | -3% | -5% |
| 33 | COc1cc2cc(CCOC(=O)N3CCCCC3)oc(=O)c2cc1OC | -8 | 3 | 0% | 9% | 1 | 5% | -44%[9.22 µM] | 1% | -1% |
| 34 | O=C(Nc1ccc(N2CCCC2)cc1)c1ccccc1F | 7 | 11 | ? | -3% | 12 | -19% | ? | -4% | -21% |
| 35 | CN(C)CC(O)CN(c1ccccc1)c1ccccc1 (stereo not drawn) | · | 4 | -6% | -1% | 0 | -12% | -22% | -6% | -5% |
| 36 | COc1ccc(OC)c(S(=O)(=O)Nc2cccnc2)c1 | -13 | 18 | 17% | 0% | 6 | 12% | 3% | 4% | 0% |
| 37 | CNc1cc(-c2cc(OC)ccc2OC)ncn1 | 1 | ? | 2% | -6% | -4 | 26% | · | 0% | 14% |
| 38 | Cc1csc(=O)n1CC(=O)OCC(=O)N(CC(C)C)c1c(N)n(Cc2ccccc2)c(=O)[nH]c1=O | 10 | 12 | -3% | 0% | -11 | 1% | -15% | 3% | 1% |
| 39 | COc1ccc(CN(CC(=O)NCc2ccc(F)cc2)C(=O)CCC(=O)Nc2ccccn2)cc1 | -9 | -9 | -2% | 5% | -7 | -2% | -14% | 4% | -7% |
| 40 | CN(c1ccccc1)c1nc(N)c([N+](=O)[O-])c(NC2CCCCC2)n1 | 24 | -11 | 3% | 1% | -10 | -2% | 8% | ? | -3% |

Reprinted at random: five entries already listed.
| no. | mol | IL-1B inflam inh | DRD3 antagonist | KB-V1 MDR tox | GLP-1R agonist | D3 ag | HT1080-NT tox | SW480 rerep | KB-3-1 cytotox | HT1080 IDH1KD tx |
| --- | --- | --- | --- | --- | --- | --- | --- | --- | --- | --- |
| 24 | COc1cccc2sc3cc(NCCCN4CCOCC4)ccc3c(=O)c12 | -60* | 80 | -4% | 27% | 5 | 3% | 29% | 18% | 9% |
| 20 | CC1C/C(=C\c2cccnc2)C(=O)/C(=C/c2cccnc2)C1 (stereo not drawn) | -101* | ? | ? | -16% | 1 | ? | ? | ? | 2.9µM* |
| 17 | Cc1ccc(C)c(S(=O)(=O)Nc2ccc(S(=O)(=O)Nc3onc(C)c3C)cc2)c1 | 18 | -52* | 15% | -4% | 1 | 7% | 0% | -22% | 14% |
| 19 | Cc1cc(S(=O)(=O)NC[C@H]2O[C@@H](n3cnc4c(N)ncnc43)[C@H](O)[C@@H]2O)c(C)s1 | 0 | 6 | 10% | 2% | -1 | 1% | 16% | 5% | 6% |
| 37 | CNc1cc(-c2cc(OC)ccc2OC)ncn1 | 1 | ? | 2% | -6% | -4 | 26% | · | 0% | 14% |

The list continues.
Value order – IL-1B inflam inh, DRD3 antagonist, KB-V1 MDR tox, GLP-1R agonist, D3 ag, HT1080-NT tox, SW480 rerep, KB-3-1 cytotox, HT1080 IDH1KD tx
(41) Cc1nnc2ccc(-c3ccc(NC(=O)Cc4cccs4)cc3)nn12
 : 1, -24, -18%, 16%, -11, -5%, -6%, -19%, -12%
(42) Cc1oc(-c2ccc3c(c2)OCCO3)cc1C(=O)NC(Cc1ccccc1)C(=O)O (stereo not drawn)
 : -3, -10, 3%, -1%, 0, -10%, -4%, 6%, 9%
(43) Cc1nn(C(C)C(=O)O)c(=O)c2ccccc12 (stereo not drawn)
 : 7, -2, ?, 7%, -6, 14%, -5%, 0%, 8%
(44) CC(=O)Oc1ccc2c(C)c(CC(C)O)c(=O)oc2c1 (stereo not drawn)
 : 24, 4, -5%, 2%, -4, -7%, -17%, -1%, -4%
(45) CCOC(=O)c1c(CN(C)C)n(-c2ccc(C)cc2)c2cc(Br)c(O)cc12
 : -63*, 19, ?, -1%, 1, -9%, 27%, -6%, -19%
